N-glyco inh: blocks N-linked glycosylation in D54 reporter cells. reporter increase, % at 12.5 µM. D54 ERlucT glycosylation luciferase reporter, 24 h; percent of 100 nM tunicamycin response. 360,000 compounds, 0.23% hits. AID 588692;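 active = mean luciferase reporter signal, scaled so untreated is 0 and the glycosylation-blocking control 100, at or above a set limit in every replicate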;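 also: luciferase carries N-glycosylation sites so blocking glycosylation raises the light; 0% = median of neutral control wells and 100% = median of 100 nM tunicamycin wells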
NOD2 RIPK2 PPI: blocks binding of human NOD2 to RIPK2 | O43353 | CHO BLA complementation NOD2-RIPK2, CCF4 ratio | inhibition, % at 4.98 µM | 360,000 compounds, 0.38% hits | AID 624267; in the data active = inhibition above about 21%;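 also: 0% = vehicle only and 100% = reference blocker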
Target sequence (O43353 whole entry, looked up): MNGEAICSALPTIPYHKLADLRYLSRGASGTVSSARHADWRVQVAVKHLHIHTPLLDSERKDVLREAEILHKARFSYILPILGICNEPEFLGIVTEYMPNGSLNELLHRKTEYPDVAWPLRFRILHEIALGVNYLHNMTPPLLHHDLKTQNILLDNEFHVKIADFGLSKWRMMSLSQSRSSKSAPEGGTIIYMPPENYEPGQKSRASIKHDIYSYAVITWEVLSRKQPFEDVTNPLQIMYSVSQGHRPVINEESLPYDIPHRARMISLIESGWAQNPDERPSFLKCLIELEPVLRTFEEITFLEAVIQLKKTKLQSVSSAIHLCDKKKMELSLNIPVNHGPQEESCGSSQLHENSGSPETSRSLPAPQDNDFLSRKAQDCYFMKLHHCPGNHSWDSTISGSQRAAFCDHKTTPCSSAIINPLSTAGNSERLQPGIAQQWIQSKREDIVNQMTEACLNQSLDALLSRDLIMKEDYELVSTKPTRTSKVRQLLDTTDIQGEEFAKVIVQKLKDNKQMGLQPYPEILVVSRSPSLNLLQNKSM
ABCB6 inh 2: human ABCB6 transporter inhibition. Q9NP58. K562-ABCB6 porphyrin accumulation, flow cytometry, 1 h; hits give low values. fluorescence ratio to DMSO, % at 10 µM. 360,000 compounds, 0.19% hits;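 active = fluorescence ratio to DMSO below 75%, the collection mean minus 3 SD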;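 also: signal is porphyrin accumulated inside mitochondria; 100% equals median channel fluorescence of DMSO control wells; lower ratio means ABCB6 inhibition with less porphyrin fluorescence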
Exocytosis inh: blocks lytic granule exocytosis | TALL-104 LAMP-1 surface exposure, flow cytometry; cells stimulated with thapsigargin and PMA | inhibition, % at 10 µM | 360,000 compounds, 0.66% hits | AID 651702;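 active = inhibition above about 55%, limit read from the data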
Vif imaging: inhibitors of HIV Vif | HEK293T cells, Vif self-association by quenched fluorescence, imaging, 24 h | inhibition, % at 7.49 µM | 340,000 compounds, 0.35% hits | AID 602346; in the data active = inhibition above about 50%, passing the limit was not always enough; also: some results filed as inactive read as strong as hits
aDG glyco up: increases alpha dystroglycan glycosylation. Pro5-aDG cells, alpha-DG glycosylation AlphaScreen (IIH6); 0% Pro5, 100% B10-LARGE cell signal. 360,000 compounds, 0.22% hits. AID 624168. activation, % at 10 µM;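 active = activation of at least 8% versus controls, or a plate z-score of at least 8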;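 also: Pro5 are CHO cells carrying HIG-tagged alpha-DG that lacks glycosylation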
ABHD5-PLIN5 inh: ABHD5-PLIN5 protein interaction inhibition | Q00G26+Q8WTS1 | AID 602281 | 360,000 compounds, 0.78% hits | inhibition, % at 4 µM | Split G. princeps luciferase complementation, luminescence, 4 h;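 active = inhibition above the mean inhibition across every tested compound plus 3 SD, cut at about 22% in these data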;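 also: 0% = DMSO only wells and the 100% control is not disclosed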
MC4R antag cAMP: human MC4R antagonism in cAMP assay; MC4R-expressing cells, MTII-stimulated cAMP, LANCE TR-FRET; AID 540295; inhibition, % at 6.5 µM; 360,000 compounds, 0.48% hits;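 active = inhibition above its plate's cutoff, the mean of tested wells on that plate plus 3 SD, cut at about 29% in these data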;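 also: 0% = Melanotan II alone and 100% = Melanotan II plus saturating MCL0020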
Target sequence (P32245 whole entry, looked up): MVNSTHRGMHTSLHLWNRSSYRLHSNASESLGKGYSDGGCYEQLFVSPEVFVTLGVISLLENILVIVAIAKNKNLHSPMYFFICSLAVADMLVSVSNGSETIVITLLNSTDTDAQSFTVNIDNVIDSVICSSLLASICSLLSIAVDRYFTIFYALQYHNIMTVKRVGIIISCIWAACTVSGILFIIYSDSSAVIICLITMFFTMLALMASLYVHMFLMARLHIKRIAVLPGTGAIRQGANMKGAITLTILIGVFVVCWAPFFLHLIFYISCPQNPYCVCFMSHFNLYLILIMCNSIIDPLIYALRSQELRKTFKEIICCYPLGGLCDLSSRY
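System: U2OS-MC4R stable cell line; Technique: Eu-cAMP/anti-cAMP TR-FRET, emission 671 nm; Repeats: single well per compound; Also added: Melanotan II; Dosing: one concentration, 6.5 µM nominal; Schedule: 30-min compound, 1-h challenge, 1-h detection, room temperature.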
MC4R ag barr: human MC4R agonism via beta-arrestin | activation, % at 8.9 µM | 360,000 compounds, 0.98% hits | P32245 | U2OS MC4R beta-arrestin complementation, luminescence; percent of melanotan II response, DMSO zero | AID 540308;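 active = activation above a per-plate cutoff, the mean activation of sample wells on that plate plus 3 SD, cut at about 8% in these data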
TLR9-MyD88 block: inhibitors of human TLR9-MyD88 binding. 340,000 compounds, 0.21% hits. inhibition, % at 4.98 µM. CHO BLA complementation TLR9-MyD88, CCF4 FRET ratio. AID 504734. Q9NR96+Q99836;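 active = inhibition above the mean over all tested compounds plus 3 SD, cut at about 21% in these data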;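 also: 0% = DMSO only wells and 100% = clavulanate BLA inhibitor control wells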
An asterisk follows results filed as active; . = no result given.

SMILES | N-glyco inh | NOD2 RIPK2 PPI | ABCB6 inh 2 | Exocytosis inh | Vif imaging | aDG glyco up | ABHD5-PLIN5 inh | MC4R antag cAMP | MC4R ag barr | TLR9-MyD88 block
CN1CCN(C(=S)NC(=O)c2ccc(-c3ccccc3)cc2)CC1 | 0.9 | -7.3 | 102.0 | -1.4 | -7.8 | 0.3 | -1.0 | 1.8 | -2.5 | -2.6
COc1ccc(C)cc1S(=O)(=O)Nc1ccncc1 | 3.0 | 2.0 | 101.0 | 3.7 | -11.4 | -0.2 | -5.0 | 9.5 | -0.4 | 4.5
CCCCCCC1CCC(C(=O)NC(CCSC)C(=O)NC(C(=O)OC)C(C)C)CC1 (configuration not stated) | 1.1 | 10.9 | 104.0 | 4.0 | 3.4 | 0.2 | -11.3 | -0.3 | -1.7 | 3.7
CC(=O)Nc1ccc(Sc2ncnc3scc(-c4ccccc4)c23)cc1 | -0.2 | 5.3 | 99.0 | 2.2 | 0.1 | 0.2 | -6.9 | 6.3 | -0.2 | 9.7
CCCc1cc(=O)[nH]c(SCCOC(=O)c2ccccc2)n1 | 1.5 | -7.4 | 102.0 | -1.2 | -2.4 | -0.2 | -0.2 | 1.5 | -0.1 | 9.9
COc1ccccc1CN(Cc1ccco1)S(=O)(=O)c1ccc(-n2cnnn2)c(OC)c1 | -4.6 | -6.3 | 92.0 | -3.7 | . | -0.3 | 8.4 | 16.6 | 2.6 | 8.8
CN1CCN(C2CCN(c3cccc(Cl)c3)CC2)CC1CCO (configuration not stated) | -1.2 | 6.3 | 97.0 | 16.2 | -2.0 | 1.4 | 0.9 | 5.8 | -1.6 | -1.9
O=C1C(CCc2ccccc2)ON=C(c2cnccn2)N1Cc1ccc(F)cc1 (configuration not stated) | -1.5 | -10.6 | 99.0 | -5.8 | -3.8 | 0.1 | -5.6 | 12.7 | 0.8 | .
COCCNC(=O)CCc1nnc(Cc2ccc(-c3ccccc3)cc2)o1 | -1.0 | -3.2 | 98.0 | -0.8 | -0.8 | -0.2 | -4.1 | 2.4 | -0.5 | -2.1
CSc1ccc(CN(C)CC(=O)Nc2ccc(NC(C)=O)cc2)cc1 | -0.7 | -15.4 | 103.0 | 1.4 | 2.7 | -0.1 | 101.9* | 8.6 | -0.7 | 6.6
CCCCn1ccnc1C(=O)c1cccc(S(=O)(=O)N2c3ccccc3CC2C)c1 (configuration not stated) | -7.9 | 0.8 | 101.0 | -4.4 | -10.1 | -0.2 | -1.6 | 6.2 | -3.2 | 2.9
Cc1ccc(NC(=O)c2cc(S(=O)(=O)N3CCCC3)cn2C)cc1C | -1.7 | 0.0 | 103.0 | -4.1 | -6.4 | -0.3 | -2.4 | 16.3 | -0.1 | -17.1
CCc1nnc(NC(=O)CSc2nc3c([nH]c4ccccc43)c(=O)n2CCOC)s1 | . | 3.2 | 101.0 | -2.0 | . | -0.2 | 5.5 | 2.1 | -4.0 | -1.3
COC(=O)C[C@@H]1C=C[C@@H](NS(=O)(=O)c2ccc(OC)cc2)[C@@H](CO)O1 | . | -5.2 | . | 1.7 | . | 0.1 | 2.7 | . | . | .
CCCC(O)(c1ccc(OC)cc1)C(CN1CCOCC1)c1ccc(Cl)cc1 (configuration not stated) | -8.2 | 15.2 | 98.0 | 3.4 | 2.4 | 0.0 | 6.8 | 25.7 | 4.6 | 5.2

Profiles, quoted from the list:
Profile of `CCCC(O)(c1ccc(OC)cc1)C(CN1CCOCC1)c1ccc(Cl)cc1` (configuration not stated) = N-glyco inh = -8.2; NOD2 RIPK2 PPI = 15.2; ABCB6 inh 2 = 98.0; Exocytosis inh = 3.4; Vif imaging = 2.4; aDG glyco up = 0.0; ABHD5-PLIN5 inh = 6.8; MC4R antag cAMP = 25.7; MC4R ag barr = 4.6; TLR9-MyD88 block = 5.2
Profile of `CSc1ccc(CN(C)CC(=O)Nc2ccc(NC(C)=O)cc2)cc1` = N-glyco inh = -0.7; NOD2 RIPK2 PPI = -15.4; ABCB6 inh 2 = 103.0; Exocytosis inh = 1.4; Vif imaging = 2.7; aDG glyco up = -0.1; ABHD5-PLIN5 inh = 101.9*; MC4R antag cAMP = 8.6; MC4R ag barr = -0.7; TLR9-MyD88 block = 6.6

(listing goes on)
SMILES | N-glyco inh | NOD2 RIPK2 PPI | ABCB6 inh 2 | Exocytosis inh | Vif imaging | aDG glyco up | ABHD5-PLIN5 inh | MC4R antag cAMP | MC4R ag barr | TLR9-MyD88 block
CN(c1ccccc1)c1nc(N)c([N+](=O)[O-])c(Nc2ccc(F)cc2)n1 | 6.6 | -11.1 | 100.0 | -12.5 | 8.9 | -0.1 | -2.7 | 8.1 | 2.1 | -12.9
N#Cc1ccc(Oc2nc(C(N)=O)cc(-c3ccccc3)n2)cc1 | 3.6 | -2.3 | 103.0 | 0.5 | -8.3 | 0.2 | 0.4 | 9.3 | 0.0 | 3.2
COC(=O)CNC(c1ccccc1)c1cc(Br)ccc1NC(=O)CNC(=O)OCc1ccccc1 (configuration not stated) | 10.0 | 5.7 | 99.0 | -0.5 | 24.5 | 0.2 | -3.2 | 11.2 | -1.9 | -2.0
CCCCSCCCNC(=O)CS(=O)Cc1nc(-c2cccc(C)c2)oc1C (configuration not stated) | 0.2 | 8.0 | 97.0 | 6.9 | 4.1 | -0.1 | -6.4 | 4.0 | -1.1 | -6.9
Cc1cc(C(C)(C)C)oc1C(=O)N(CC(=O)NC1CCCC1)c1cccc(C(F)(F)F)c1 | -8.6 | 4.7 | 94.0 | -1.9 | -8.4 | 0.4 | -5.2 | 16.6 | -1.0 | 9.9
COc1ccc(N=Nc2nc3ccc(Br)cc3n2C)cc1 | 2.6 | -2.7 | 117.0 | -2.1 | 2.6 | 1.0 | 4.8 | -1.7 | 0.3 | 1.1
c1ccc(NN(Cc2cnccn2)c2ccccc2)cc1 | -1.1 | -8.2 | 96.0 | -6.9 | -5.1 | 0.1 | -1.0 | 4.6 | -0.1 | -6.7
Cc1ccc(S(=O)(=O)NCC(=O)NCC(=O)NCCc2ccccc2F)cc1C | -0.6 | -21.6 | 96.0 | 13.4 | 11.1 | 0.0 | 5.6 | -2.2 | 0.0 | -11.3
COc1ccc(C2(CNC(=O)Cc3ccc(OC)c(OC)c3)CCCC2)cc1 | -0.7 | -6.2 | 104.0 | 0.0 | 7.7 | -0.3 | -7.9 | -6.8 | 1.1 | -0.5
COC(=O)CCC(=O)N1CCCC(CNS(=O)(=O)c2ccc(OC)cc2)C1 (configuration not stated) | 0.6 | -8.8 | 99.0 | 2.6 | 8.4 | -0.4 | 2.1 | 5.3 | -4.6 | -4.2
Oc1ccccc1Nc1nc(NCc2ccco2)c2ccccc2n1 | -0.9 | 2.5 | 93.0 | 61.2* | -19.5 | 1.6 | -1.5 | 19.3 | 2.4 | -7.5
Cc1cc(OCC(C)C)ccc1/C(O)=C1/C(=O)C(=O)N(Cc2cccnc2)C1c1ccncc1 (configuration not stated) | 0.4 | -1.9 | 103.0 | -6.8 | 53.9* | -0.1 | 1.1 | 26.1 | -0.1 | -3.3
CCCCNC(=O)CC(NS(=O)(=O)c1ccc(C)cc1)c1ccco1 (configuration not stated) | 0.3 | 7.8 | 100.0 | 0.0 | -2.7 | 0.2 | 1.1 | 1.7 | -2.0 | 5.1
COc1ccccc1/C=C/C=N/N1CCN(Cc2ccc(Cl)cc2)CC1 | -1.5 | 2.8 | 101.0 | -0.6 | -4.4 | -0.4 | -13.1 | 3.2 | -2.3 | -2.0
Fc1ccc(CSc2nnc3ccc(-c4ccncc4)nn23)cc1 | 0.9 | -16.0 | 100.0 | 0.6 | -1.0 | -0.1 | 5.3 | 0.7 | 2.4 | -2.2
O=C(CCCN1C(=O)c2ccccc2C1=O)N1CCN(c2ccccn2)CC1 | -1.4 | -13.2 | 97.0 | -2.8 | 6.6 | -0.2 | 0.4 | -2.1 | 0.3 | -7.0
COc1cc(/C=N\NC(=O)c2ccc(Cn3nc([N+](=O)[O-])c(Cl)c3C)o2)ccc1O | 0.2 | 0.5 | 100.0 | -4.2 | 5.3 | -0.3 | 5.4 | 11.4 | -1.8 | -5.6
CCn1c(COc2ccc3c(c2)CCCC3)nnc1SCC(=O)Nc1ccc(C(=O)OC)cc1 | -1.1 | -3.1 | 98.0 | -2.0 | -15.0 | 0.3 | 0.1 | 9.1 | -1.4 | 7.9
COc1cc(CNCc2cccs2)ccc1OCC(=O)NC(C)(C)C | -3.4 | 0.8 | 103.0 | 0.6 | -12.6 | -0.2 | -1.9 | 5.4 | 3.2 | -3.7
CCOc1ncccc1C(=O)OCc1csc(CC(=O)Nc2ccccc2C)n1 | -2.0 | -2.2 | 93.0 | 0.2 | 15.6 | -0.1 | -10.1 | -8.8 | -3.2 | 3.9
CN(CCCn1ccc(NC(=O)OCc2ccccc2)nc1=O)CCc1ccccn1 | -0.3 | -3.3 | 104.0 | -1.8 | -1.0 | -0.3 | -4.5 | 8.0 | 0.3 | -3.3
CN(C)c1ccc(C(=O)N2CC(=O)N(CCc3ccccc3)C(=O)C2)cc1 | -0.2 | -7.7 | 104.0 | -4.4 | -3.2 | -0.1 | 2.2 | 3.4 | 2.9 | 0.9
Oc1ccc(Oc2ccc(Oc3ccc(O)cc3)cc2)cc1 | -0.9 | -0.6 | 99.0 | 7.7 | -3.9 | -0.3 | 6.4 | 15.6 | 0.6 | -6.7
Cc1cn([C@H]2C[C@H](O)[C@@H](CNC(=O)CNC(=O)CN)O2)c(=O)[nH]c1=O | 1.2 | 9.4 | 101.0 | -2.1 | 9.6 | -0.1 | -0.7 | 7.9 | -0.9 | -2.9
CC(/C=N/Nc1nc(C)cc(=O)[nH]1)=C\c1ccccc1 | 2.6 | 8.1 | 98.0 | -17.5 | -18.3 | 0.3 | -2.1 | -4.8 | 1.3 | -3.8
COc1cc(CNCCN(C)C)ccc1OCc1c(F)cccc1Cl | -1.3 | 1.1 | 86.0 | 6.9 | -2.4 | 8.5* | 11.6 | -2.4 | 0.7 | -7.5
COc1cccc(NC(=S)/C(=C(\[O-])c2ccc(C)c([N+](=O)[O-])c2)[n+]2ccccc2)c1 | 1.5 | -6.5 | 90.0 | 6.0 | -8.1 | 0.1 | -14.8 | 1.5 | 4.6 | -3.0
COc1ccc(-c2cc(C(F)(F)F)c(C#N)c(SCC(=O)Nc3nc(C)co3)n2)cc1 | -4.8 | -11.7 | 95.0 | -5.0 | -14.2 | -0.3 | 1.3 | 3.3 | 0.3 | 6.9
CCCNC(=O)C(Cc1ccccc1)NC(=O)Cc1ccccc1 (configuration not stated) | -0.3 | -1.2 | 98.0 | -1.6 | -5.7 | 0.0 | -2.8 | 8.4 | -0.9 | -2.3
C=CCn1cc(C(=O)NCCCOC)c(=O)c2cc(S(=O)(=O)N(CC)CC)ccc21 | 1.6 | -9.8 | 99.0 | 1.0 | -2.1 | 4.1 | -1.3 | 7.2 | -2.6 | -3.6
COC(=O)C(NC(C)=O)(Nc1ccc(Br)cc1)C(=O)OC | 2.4 | 1.8 | 99.0 | 7.4 | 23.2 | 0.0 | 2.5 | 1.9 | 0.7 | -7.1
O=C(Nc1ccc2c(c1)OCO2)N1CCN(c2ccc(F)cc2)CC1 | 2.9 | -6.7 | 89.0 | 5.1 | -4.1 | 0.2 | -0.7 | 7.8 | -0.7 | 2.3

Source: PubChem

Some of the compounds tested; the hit share may differ from the screen's.
